Compound activity: PubChem BioAssay, Sanford-Burnham Center for Chemical Genomics
MPTP inh: permeability transition pore inhibition | actives 1.4% (n = 360,000) | isolated mouse mitochondria, Ca2+ swelling absorbance, 30 min | inhibition, % at 10 µM;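 active = inhibition of 50% or more, scaled per plate between neutral and stimulator controls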;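 note: 0% = DMSO wells given calcium and 100% = 1 mM EGTA wells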
APJ antagonist: blocks the human apelin receptor APJ; inhibition, % at 20 µM; P35414; actives 0.32% (n = 330,000); AID 2521; CHO-K1 APJ beta-arrestin complementation, luminescence;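 active = inhibition above about 40% at 20 µM, limit read from the data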;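 note: cells challenged with 10 nM apelin-13 agonist together with compound; plate controls were apelin-13 plus DMSO wells for no effect and DMSO wells lacking apelin-13 for full effect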
Target sequence (P35414 whole entry, looked up): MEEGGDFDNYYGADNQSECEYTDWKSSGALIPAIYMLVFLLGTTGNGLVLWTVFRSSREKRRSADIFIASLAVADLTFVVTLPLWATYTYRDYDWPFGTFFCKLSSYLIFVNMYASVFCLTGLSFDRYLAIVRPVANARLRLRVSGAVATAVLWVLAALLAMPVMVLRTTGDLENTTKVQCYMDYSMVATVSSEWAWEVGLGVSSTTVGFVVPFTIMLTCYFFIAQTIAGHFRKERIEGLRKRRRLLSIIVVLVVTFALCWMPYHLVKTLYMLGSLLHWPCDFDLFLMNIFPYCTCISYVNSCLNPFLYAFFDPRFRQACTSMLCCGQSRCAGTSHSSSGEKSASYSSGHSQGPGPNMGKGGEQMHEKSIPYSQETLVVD
NLRP3 yeast inh: NALP3 inhibition in yeast. Yeast reconstituted NLRP3/ASC/caspase-1, beta-gal luminescence, 24 h. inhibition, % at 10 µM. actives 0.39% (n = 330,000). AID 2825;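 active = inhibition of 50% or more; inactive = inhibition below 50%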;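 note: plate controls were induced DMSO wells for no effect and uninduced yeast grown without galactose for full effect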
APJ agonist: activates the human apelin receptor APJ; P35414; CHO-K1 APJ PathHunter beta-arrestin, luminescence; 0% DMSO wells, 100% apelin; activation, % at 20 µM; actives 0.11% (n = 330,000);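 active = activation more than six SD over the plate average, tested at 20 µM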;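 note: 0% = DMSO alone and 100% = apelin-13 at 10 nM; some results filed as inactive read as strong as hits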
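Material: engineered CHO-K1 APJ arrestin reporter cells; amount: 1000 CHO-K1 reporter cells seeded per well; incubation: compound stimulation 90 min at 25 °C, detection 60 min; signal: luminescent beta-gal fragment complementation, chemiluminescent substrate; read-out basis: APJ agonist activity; controls: DMSO-only wells as negative, 10 nM Apelin-13 as positive control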
TIM10 inh: inhibits growth of TIM10 yeast strain; S. cerevisiae TIM10 strain growth, BacTiter-Glo luminescence, 24 h; inhibition, % at 10 µM; actives 1.4% (n = 330,000);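 active = inhibition of 40% or more at the single tested concentration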;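 note: wild-type TIM10 isogenic control strain grown at permissive 25 °C; 0% = DMSO yeast wells and 100% = minimal medium wells without yeast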
NR3A LBD binder: modulates the human NR3A ligand-binding domain; NR3A LBD differential scanning fluorimetry, Tm shift; 0% = protein alone, 100% = glycine-bound protein; Tm shift relative to glycine control, % at 25 µM; AID 1259313; actives 2.5% (n = 340,000);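 active = melting temperature shift of at least 10% of the positive control shift, at one fixed dose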
beta cell repl: MIN6 beta-cell proliferation induction. MIN6 cells proliferation, ATPlite luminescence, 48 h; cells starved in 0.2% serum; 100% = growth in 10% serum. actives 0.29% (n = 330,000). AID 2380. proliferation, % at 10 µM;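 active = compounds whose signal lies at least 3.5 SD above the mean of all wells on their plate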;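 note: 0% = DMSO-treated cells in low-serum medium and 100% = 10% serum control; some compounds called inactive have numbers as strong as hits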
tim23-1 inh: tim23-1 yeast growth inhibition. S. cerevisiae tim23-1 growth, BacTiter-Glo luminescence, 24 h. actives 1.3% (n = 330,000). inhibition, % at 20 µM;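 active = growth inhibition of the mutant yeast at or above 50%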;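 note: temperature-sensitive mutant grown at 25 °C; plate controls were DMSO-treated mutant yeast for no effect and medium wells lacking yeast for full effect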
tim10-1 inh: tim10-1 yeast growth inhibition | inhibition, % at 20 µM | S. cerevisiae tim10-1 ts strain growth, BacTiter-Glo, 24 h | actives 2.2% (n = 330,000);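 active = inhibition of at least 40%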;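 note: mutant grown at 25 °C; 0% = DMSO wells with yeast and 100% = wells holding no yeast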
* = called active by the depositor; · = no result given.

A first look, 7 compounds:
| SMILES | MPTP inh | APJ antagonist | NLRP3 yeast inh | APJ agonist | TIM10 inh | NR3A LBD binder | beta cell repl | tim23-1 inh | tim10-1 inh |
| --- | --- | --- | --- | --- | --- | --- | --- | --- | --- |
| CCOC(=O)C1CCN(C(=O)COc2ccc3c(C)cc(=O)oc3c2)CC1 | 0.9 | 1 | 15 | -8 | 0 | 0 | -4 | -6 | -7 |
| COc1ccc(N2CCN(C(CNC(=O)C(C)C)c3ccc4c(c3)OCO4)CC2)cc1 (stereo not given) | -1.0 | 12 | 15 | -3 | 3 | -1 | 2 | 3 | 0 |
| COc1ccc(Nc2nc(NCc3ccco3)nc(N/N=C/c3ccccc3F)n2)cc1 | 0.9 | 5 | 20 | -2 | 35 | 16* | 0 | -15 | 31 |
| COc1ccc(C(=O)COC(=O)CCN2C(=O)C3C4CCC(C4)C3C2=O)cc1 (stereo not given) | 1.6 | 5 | 13 | 0 | -10 | -2 | 1 | 10 | 22 |
| COc1ccc(-c2cnc3n2CCCCC3)cc1 | 6.3 | -1 | 10 | 0 | -21 | -2 | 1 | 7 | -2 |
| CCOC(=O)N1CCN(C(=O)c2ccc(OCC)cc2)CC1 | -2.0 | -9 | 16 | -2 | -10 | -1 | -3 | 6 | 8 |
| COC(=O)CN1CCN(C(=O)c2ccco2)CC1 | -0.9 | 10 | -2 | -3 | 4 | 0 | -4 | 11 | -9 |

The listing, repeating the preview:
| SMILES | MPTP inh | APJ antagonist | NLRP3 yeast inh | APJ agonist | TIM10 inh | NR3A LBD binder | beta cell repl | tim23-1 inh | tim10-1 inh |
| --- | --- | --- | --- | --- | --- | --- | --- | --- | --- |
| CCOC(=O)C1CCN(C(=O)COc2ccc3c(C)cc(=O)oc3c2)CC1 | 0.9 | 1 | 15 | -8 | 0 | 0 | -4 | -6 | -7 |
| COc1ccc(N2CCN(C(CNC(=O)C(C)C)c3ccc4c(c3)OCO4)CC2)cc1 (stereo not given) | -1.0 | 12 | 15 | -3 | 3 | -1 | 2 | 3 | 0 |
| COc1ccc(Nc2nc(NCc3ccco3)nc(N/N=C/c3ccccc3F)n2)cc1 | 0.9 | 5 | 20 | -2 | 35 | 16* | 0 | -15 | 31 |
| COc1ccc(C(=O)COC(=O)CCN2C(=O)C3C4CCC(C4)C3C2=O)cc1 (stereo not given) | 1.6 | 5 | 13 | 0 | -10 | -2 | 1 | 10 | 22 |
| COc1ccc(-c2cnc3n2CCCCC3)cc1 | 6.3 | -1 | 10 | 0 | -21 | -2 | 1 | 7 | -2 |
| CCOC(=O)N1CCN(C(=O)c2ccc(OCC)cc2)CC1 | -2.0 | -9 | 16 | -2 | -10 | -1 | -3 | 6 | 8 |
| COC(=O)CN1CCN(C(=O)c2ccco2)CC1 | -0.9 | 10 | -2 | -3 | 4 | 0 | -4 | 11 | -9 |
| CC(=O)c1ccc(S(=O)(=O)N(C)CC(=O)NCc2ccco2)cc1 | -0.3 | 1 | 1 | -6 | 3 | 0 | -2 | 13 | 8 |
| O=C(CNC(=S)N(CCCN1CCOCC1)Cc1cccs1)NC1CC1 | -2.0 | 2 | 12 | -1 | -4 | -1 | 0 | -3 | 8 |
| Cc1ccc2c(c1)N(C(=O)CCC(=O)N1CCC(C(N)=O)CC1)CC(C)O2 (stereo not given) | -1.2 | -16 | -12 | 5 | -4 | -1 | 2 | 10 | 9 |
| Cc1cc2nnc(SCC(=O)N3CCCCC3)n2c(N)n1 | -4.3 | -8 | 5 | -2 | 11 | 3 | -1 | 10 | 12 |
| O=S(=O)(CCNCc1cccs1)c1ccc(Cl)cc1 | 0.5 | 17 | 4 | -4 | 18 | -2 | 2 | 7 | 13 |
| Cc1ccc(-n2[nH]c(C)c(/C=N/NC(=O)c3ccc([N+](=O)[O-])cc3)c2=O)c(C)c1 | -0.4 | -18 | 6 | 0 | -18 | · | -2 | 3 | -4 |
| Cc1ccc(-c2cnc(-c3ccncc3)o2)cc1 | -1.4 | -1 | -6 | -2 | 24 | 1 | -3 | -1 | 9 |
| CC(C)(C)C(=O)OC/C(N)=N/OC(=O)c1ccc(Cl)cc1 | 1.3 | -13 | 10 | 10 | 44* | 1 | -2 | 76* | 60* |
| Nc1nc(SCC(=O)Nc2ccc(Cl)c([N+](=O)[O-])c2)n[nH]1 | -2.6 | -1 | 12 | -2 | 2 | -2 | -2 | 4 | -5 |
| CC(=O)NC1C(Oc2ccc3c(C)cc(=O)oc3c2)OC(COC(C)=O)C(OC(C)=O)C1OC(C)=O (stereo not given) | 1.2 | -4 | -9 | -1 | 13 | 0 | 2 | -2 | -1 |
| COc1cc2cc(C(=O)N[C@@H](Cc3ccccc3)C(=O)O)n(C)c2c(OC)c1OC | 4.6 | -16 | 10 | -2 | 12 | -1 | -2 | 1 | 1 |
| COc1ccc(/C=C(/NC(=O)c2ccccc2)C(=O)NC(Cc2c[nH]c3ccccc23)C(=O)O)cc1 (stereo not given) | 0.2 | -7 | 8 | -2 | -2 | -4 | -1 | 12 | 4 |
| c1ccc(-n2nnnc2-c2cnc(-c3ccncc3)nc2-c2cccs2)cc1 | -1.5 | 4 | 10 | 0 | -30 | 1 | 0 | 19 | 11 |
| Cc1cc(Cl)c(OCCOCCN2CCCCC2)c(Br)c1 | 0.5 | -2 | 16 | -1 | -1 | -4 | 0 | -6 | -3 |
| COc1ccc(/C=C/C(=O)OCC(=O)c2c(N)n(C)c(=O)n(C)c2=O)c(OC)c1 | 1.3 | -9 | 12 | 0 | -9 | 0 | 4 | -9 | 3 |
| CC(C)S(=O)(=O)N1CCN(c2ccnc3cc(Cl)ccc23)CC1 | 1.2 | -8 | 30 | 1 | 12 | -2 | 3 | 21 | 7 |
| CCc1ccc(C=NC23CN4CN(CN(C4)C2)C3)s1 | -1.0 | -5 | 7 | 1 | -3 | 1 | -4 | 6 | -2 |
| Nn1c(SCC(=O)N2CCCCC2)nnc1-c1ccncc1 | -2.4 | -11 | -4 | -3 | -1 | 0 | 0 | -18 | 0 |
| COc1cccc([C@@H]2Oc3ccc(OC)cc3C(=O)[C@H]2O)c1 | 0.2 | -15 | 22 | -15 | 3 | 1 | -4 | 13 | 5 |
| O=C(O)COc1c(-c2ccccc2)oc2ccccc2c1=O | -3.9 | -8 | 16 | -2 | -3 | -1 | -4 | 8 | 0 |
| CN(C)C(CNC(=O)c1ccc2nccnc2c1)c1ccco1 (stereo not given) | -0.4 | 8 | 1 | -2 | -10 | 2 | 0 | 14 | 5 |
| O=c1c(Cc2ccccc2)c(O)ccn1CCc1cnc[nH]1 | -1.4 | -8 | 12 | -4 | -11 | 0 | 0 | -6 | 1 |
| COC(=O)c1ccc(S(=O)(=O)N2CCN(CCO)CC2)n1C | -2.8 | 4 | -2 | -6 | -12 | 1 | -1 | 8 | -29 |
| Cc1cc(NC(=O)Cn2cnc3c(nnn3-c3ccc(C)c(Cl)c3)c2=O)no1 | 1.0 | -7 | -15 | -3 | -14 | 2 | 1 | -15 | -2 |
| O=C(NCC1CCCO1)c1cccc(Br)c1 (stereo not given) | -2.5 | 8 | 9 | -4 | -15 | -2 | 2 | -5 | -1 |

The results go on:
Molecule	MPTP inh	APJ antagonist	NLRP3 yeast inh	APJ agonist	TIM10 inh	NR3A LBD binder	beta cell repl	tim23-1 inh	tim10-1 inh
COC(=O)C(=NNc1c(C)n(C)n(-c2ccccc2)c1=O)C(=O)OC	-0.5	1	15	-1	-22	6	-1	7	7
O=C(Cc1ccccc1)NCC1CCCO1 (stereo not given)	0.1	-12	4	1	-4	1	-3	-1	-3
Cc1ccc(S(=O)(=O)N(C)c2ccc(OC(C)C(=O)N3CCCC3)cc2)cc1C (stereo not given)	-0.1	-57	5	-4	6	1	4	5	-7
Cc1cc(C)c(C)c(OCC(=O)O/N=C(\N)c2cccnc2)c1	-1.2	-8	28	1	4	0	-2	9	9
c1cn(CCCNc2ncnc3nc[nH]c23)cn1	-0.1	-43	5	-2	-10	-1	-2	6	-23
CSc1ccccc1NC(=O)c1ccncc1	-1.5	-15	-2	0	-4	1	1	6	11
O=C(NNc1nc2c(F)cc(F)cc2s1)C1COc2ccccc2O1 (stereo not given)	-0.2	-3	7	-2	15	-1	0	22	10
COc1ccc(CCn2c(=N)c(C(=O)NCC3CCCO3)cc3c(=O)n4cccc(C)c4nc32)cc1 (stereo not given)	-0.3	24	13	-2	5	0	-6	-6	12
CCN1CCN(C(=O)Nc2ccc(OC)cc2OC)CC1	1.9	-5	8	-1	1	-2	-3	1	-3
Cc1cc(/C=C2\C(=N)N3N=CSC3=NC2=O)c(C)n1Cc1ccccc1	21	-5	20	2	-4	-2	-4	40	-2
COCCNC(=O)C(C#N)c1nc2ccccc2nc1N1CCCCCC1 (stereo not given)	-0.5	21	14	-6	21	4	6	31	35
O=C(Cn1c(NCCO)nc2ccccc21)c1ccccc1	0.7	18	-1	1	-8	-1	0	10	-3
CCCCn1c(=N)n(CC(=O)c2ccc(OC)cc2)c2ccccc21	·	16	12	-9	1	·	-4	3	-5
CCN1CCCC(OC(=O)c2cc(-c3ccc(C)cc3)nc3ccccc23)C1 (stereo not given)	-0.9	3	8	-2	15	-4	-4	11	35
COC(=O)CC1=C(C(=O)OC)C(c2ccc3c(c2Cl)OCO3)C(C#N)=C(N)O1 (stereo not given)	-3.4	-3	-10	7	24	3	3	18	29
O=C(/C=C/c1ccc2c(c1)OCO2)c1ccc[nH]1	-8.2	-3	-26	0	26	-1	-3	15	17
O=C(c1scc2c1CCCC2)N1CCCCC1	-0.8	-4	21	-4	0	-9	-2	6	0
CCOC(=O)C1CCCN(CCC(=O)Nc2ccccc2)C1 (stereo not given)	-4.0	7	2	-1	12	0	-1	15	20
O=P(OC1CCCCC1)(OC1CCCCC1)C(O)c1cccnc1 (stereo not given)	-2.2	13	23	-4	11	0	0	9	10
CCS(=O)(=O)c1nc(S(=O)(=O)c2ccc(C)cc2)c(N2CCCC2)s1	0.2	20	12	-2	4	-3	1	17	12
CCOC(=O)c1c(O)c2cccc3c2n(c1=O)CC3	1.3	2	12	-1	5	2	-1	18	0
CCOc1cc(/C=C/c2cc(C(F)(F)F)[nH]c(=O)n2)ccc1O	1.6	-27	7	-5	17	1	-4	16	10
CC(=O)c1ccc(NCC(=O)N2CCN(S(=O)(=O)c3ccccc3)CC2)cc1	-3.1	1	15	-2	-3	2	5	12	10
CC(C)N(C(=O)[C@H]1C[C@H](CC(=O)NCCc2ccccn2)C(=O)N2CCc3c([nH]c4cc(CCC(=O)N(C)C)ccc34)[C@]12C)C(C)C	4.8	·	·	·	1	3	·	32	8
CC(C)(C)c1cc(C(=O)NNC(=O)Nc2ccccc2)n(Cc2ccccc2)n1	17	2	14	1	14	-2	-1	6	16
COc1ccc(NS(=O)(=O)c2cc(NC(=O)c3sccc3C)ccc2N2CCOCC2)cc1	2.8	1	-2	-4	-4	-7	-5	-6	-1
CCS(=O)(=O)N1Cc2ccccc2CC1C(=O)Nc1ccc(NC(C)=O)cc1 (stereo not given)	0.2	-26	0	7	0	-2	1	0	12
O=C(Cn1c(=O)c(=O)n(Cc2ccccc2)c2ccc(Cl)cc21)NCC1CCCO1 (stereo not given)	0.9	-2	13	3	6	-2	3	12	24
CCc1ccc(NC(=O)CSc2nnc(-c3cnccn3)n2Cc2ccco2)cc1	3.1	-3	-7	-3	0	-3	-1	0	17

Random draw from the library; overall some 7.2% were active at least once.
